Compound activity as filed in PubChem BioAssay.
ARNT TACC3 PPI: disruptors of human ARNT/TACC3 interaction; Q9Y6A5; AlphaScreen His-ARNT PAS-B/GST-TACC3 binding, luminescence; TACC3 fragment carries E629A point mutation; inhibition, % at 9.99 µM; hit rate 0.66% among 390,000;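 active = mean inhibition of replicates at least 50% and at least half of replicates each reaching 50%; inconclusive = half or more replicates reach 50% but mean below 50%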;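 also: 0% = complete ARNT plus TACC3 wells and 100% = ARNT alone without TACC3; many hits fall short of the cut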
EWS-Fli inh: blocks EWS/Fli oncoprotein-driven transcription; A673 NR0B1-luciferase reporter, viability-normalised; inhibition, % at 12.6 µM; hit rate 0.67% among 350,000; AID 651661;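 active = mean inhibition of at least 50% after viability correction, with every replicate also passing that limit; inconclusive = mean reaches 50% but only one of two replicates passes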;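 also: firefly luciferase signal divided by Alamar Blue viability fluorescence both relative to DMSO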
PAX8 inh HTS: PAX8 transcriptional activity inhibition. RMG-I TPO-luciferase reporter, SteadyGlo, 24 h. inhibition, % at 12.6 µM. hit rate 1.2% among 360,000;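 active = mean replicate inhibition at least 60% with every replicate also reaching 60%; inconclusive = only one of the two criteria is met; inactive = mean below 60% and not all replicates reaching 60%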;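 also: luciferase light reporting Pax8 driven TPO promoter activity; plate controls were median of neutral control wells for no effect and mitoxantrone controls for full effect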
DENV2 CPE rescue: DENV2-induced cell death inhibition. DENV2-infected cells, cytopathic effect rescue, plate reader. CPE inhibition, % at 9.99 µM. hit rate 1.7% among 350,000. AID 651640; in the data active = CPE inhibition above about 20%, passing the limit was not always enough; inconclusive = no clear call, values can overlap the other calls; tested in BHK-21 cells;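 also: 0% = median of neutral control wells and 100% = median of positive control wells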
XiGFP reactiv: activators of X-chromosome reactivation in mouse fibroblasts | hit rate 0.055% among 360,000 | activation, % at 7.58 µM | AID 743238 | XiGFP mouse fibroblasts, % GFP-positive cells imaging, 3 d; cells co-treated with 5-aza-dC sensitizer; scaled so ellipticine positive control = 100%;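 active = mean normalized replicate activation at least 10% and every replicate at or above 10%; inconclusive = only one of the two criteria met; inactive = mean below 10% and not all replicates reach 10%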;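 also: 0% = median of on-plate neutral control wells and 100% = ellipticine 6 µM median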
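Material: XiGFP fibroblasts, SV40-immortalized. Buffer or medium: DMEM plus 5-aza-dC sensitizer. Compound: single concentration per compound, delivered by pin transfer. Times: 3 days compound exposure. Controls: ellipticine 6 µM.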
ERp5 inh: blocks human ERp5 reductase activity on insulin; hit rate 0.05% among 350,000; inhibition, % at 9.99 µM; Q15084; AID 651711; ERp5 insulin aggregation, absorbance 650 nm, 90 min;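 active = mean replicate inhibition above about 25%, with every replicate also reaching it, limit read from the data, passing the limit was not always enough; inconclusive = only one of those two criteria met; inactive = neither criterion met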
Target sequence (Q15084 whole entry, looked up): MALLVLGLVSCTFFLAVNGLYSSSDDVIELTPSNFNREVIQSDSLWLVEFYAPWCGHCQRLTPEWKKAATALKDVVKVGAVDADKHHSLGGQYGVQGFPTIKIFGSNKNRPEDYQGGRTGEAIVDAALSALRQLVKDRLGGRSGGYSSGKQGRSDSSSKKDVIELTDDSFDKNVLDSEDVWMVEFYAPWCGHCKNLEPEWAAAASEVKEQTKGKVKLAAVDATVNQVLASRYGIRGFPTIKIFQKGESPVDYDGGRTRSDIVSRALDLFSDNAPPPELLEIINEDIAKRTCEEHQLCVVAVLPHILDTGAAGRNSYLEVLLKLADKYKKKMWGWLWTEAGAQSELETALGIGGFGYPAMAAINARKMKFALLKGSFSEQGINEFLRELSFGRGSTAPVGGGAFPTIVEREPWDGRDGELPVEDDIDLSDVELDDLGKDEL
GSIS activator: primary screen for activators of insulin secretion dependent on glucose, INS-1E cells, GLuc reporter luminescence | INS-1E GLuc reporter insulin secretion, 2-3 h | activation, % at 16.6 µM | hit rate 0.61% among 370,000 | AID 743287;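 active = lowest replicate activation of at least 40%, so every replicate reaches that level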;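 also: 0% = median of neutral control wells and 100% = median of IBMX positive control wells; some compounds called inactive have numbers as strong as hits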
F508del corr: CFTR F508del correction in bronchial cells | CFBE cells, YFP halide quenching; stimulated with forskolin plus potentiator P3; % fluorescence drop versus neutral controls | activity (quench increase), % at 7.58 µM | hit rate 0.36% among 350,000 | AID 720511;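 active = mean added fluorescence quench of at least 8% versus neutral control, with both replicates also reaching 8%; inconclusive = only one of the mean or replicate conditions met; inactive = mean below 8% and not both replicates reaching 8%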;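 also: cells transiently co-express mutant CFTR-F508del with the halide-sensitive YFP; corrector assay measuring rescue of mutant channel to the surface after 24 h compound exposure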
The depositor's hits bear a star; ? = inconclusive; . = not tested or not shown; & = joins results of further samples.

SMILES | ARNT TACC3 PPI | EWS-Fli inh | PAX8 inh HTS | DENV2 CPE rescue | XiGFP reactiv | ERp5 inh | GSIS activator | F508del corr
CCCNC(=O)C[C@@H]1C[C@@H]2c3cc(NC(=O)Nc4ccccc4F)ccc3O[C@@H]2[C@H](CO)O1 | -4 | -12 | 3 | -4 | 0.1 | -1 | 4 | 0.1
Cc1ccccc1OCc1nnc(SCC(=O)Nc2c(C)n(C)n(-c3ccccc3)c2=O)n1-c1ccccc1 | -3 | 1 | 7 | 0 | 0.1 | 3 | 5 | .
CCN(CC)CCn1c(=S)[nH]c2cc(C(=O)N3CC(C)CC(C)C3)ccc2c1=O (stereo not drawn) | -4 | 5 | 11 | -1 | 0.1 | 1 | -1 | -4.0
C/C=C/c1ccc2c(c1)O[C@H](CN(C)C(=O)Nc1cc(F)ccc1F)[C@H](C)CN([C@@H](C)CO)S2(=O)=O | 2 | 16 | . | 2 | -0.1 | 3 | -27 | 3.4
O=C(CSc1ncn[nH]1)c1cccc([N+](=O)[O-])c1 | . | 2 | 5 | -9 | 0.5 | 1 | -21 | 0.0
C[C@@H]1CN([C@@H](C)CO)C(=O)Cc2cc(NS(=O)(=O)c3cn(C)cn3)ccc2O[C@@H]1CN(C)Cc1ccc(Cl)c(Cl)c1 | 9 | -3 | 4 | -5 | -0.9 | 2 | -22 | 2.6
CC1CCN(C(=O)C2CCN(S(=O)(=O)N3CCC4(CC3)OCCO4)CC2)CC1 | 8 | . | -7 | 2 | 0.0 | 2 | -5 | -2.8
COCC(=O)N1CC(=O)N2[C@@H](CO)[C@@H](c3ccc(-c4cccnc4)cc3)[C@@H]2C1 | . | -2 | . | 8 | 0.6 | 10 | 16 | -1.9
Cn1nnnc1SCC(=O)c1ccc2c(c1)OCCO2 | -3 | -26 | -52 | -1 | 0.0 | 10 | -9 | -1.3
Cn1nc(-c2ccc(Cl)cc2)c2cc(C(=O)N3CCN(C(=O)c4ccco4)CC3)sc21 | 4 | 0 | 49 | 8 | -0.2 | -1 | -12 | 1.7
CN(CC(=O)Nc1ccc(N2CCOCC2)cc1)C(=O)C1CCCC1 | . | -3 | 6 | 4 | 0.1 | -1 | . | 1.5
Cn1c(=O)[nH]c(=O)c2c1nc(N/N=C/c1cccnc1)n2Cc1ccc(Cl)cc1 | . | 38 | -8 | 11 | 0.2 | -2 | -1 | -3.6
O=C(NCCN1CCOCC1)C1CC(=O)N(c2ccc(F)cc2)C1 (stereo not drawn) | -2 | -1 | 6 | -5 | 0.0 | 1 | -11 | 0.2
Cc1cc(C)c2sc(N(CCN(C)C)C(=O)c3c(F)cccc3F)nc2c1 | 14 | 1 | 6 | 3 | 0.0 | 6 | -44 | 1.4
C=CCSc1nc(C)c(CCC(C)C)c(=O)[nH]1 | -12 | -7 | 13 | 3 | -0.1 | -76 | -3 | -4.0
CN1CCN(CC(=O)Nc2ccccc2Oc2ccccc2)CC1 | -7 | 4 | -7 | ? | 0.0 | 2 | . | 2.1
CSc1ccccc1NC(=O)COC(=O)c1cnc(C)cn1 | 5 | 5 | 2 | 9 | 0.0 | 2 | 0 | -4.2
COc1ccc(NC(=O)C2CC(c3ccc(Cl)cc3)=NO2)cc1OC (stereo not drawn) | -8 | -16 | -18 | 9 | 0.0 | -5 | -6 | 0.4
CCCCN1CC(COCc2ccccc2)Oc2ccccc2S1(=O)=O (stereo not drawn) | -3 | 5 | -6 | -14 | 0.0 | 0 | -10 | -4.7
CC(NC(=O)c1cccs1)c1nnc(SCc2ccc(Cl)cc2Cl)n1C (stereo not drawn) | 0 | -2 | -5 | 4 | -0.1 | 1 | -17 | .
O=C1CC2(CCN1)CCN(Cc1ccccc1)CC2 | -1 | 4 | 8 | -8 | 0.0 | 2 | -1 | 2.8
O=C(NCCc1nc2ccccc2[nH]1)/C(=C/c1ccco1)NC(=O)c1ccc(Br)cc1 | 13 | -17 | 7 | 11 | 0.0 | -4 | -18 | 0.3
COc1ccc(S(=O)(=O)NNC(=O)c2ccc([N+](=O)[O-])cc2)cc1 | . | 4 | 7 | 11 | 0.3 | 24 | 13 | -2.8
CCc1ccc(CNC(=O)CN2C(=O)COc3ccccc32)cc1 | 0 | -2 | . | 2 | . | 0 | -4 | -0.8
S=C(NCCN1CCCCC1)Nc1ccc(Br)cc1 | -1 | -2 | 7 | -2 | 1.6 | 0 | 19 | 3.1

An excerpt of these results, in markdown.
| compound | ARNT TACC3 PPI | EWS-Fli inh | PAX8 inh HTS | DENV2 CPE rescue | XiGFP reactiv | ERp5 inh | GSIS activator | F508del corr |
| --- | --- | --- | --- | --- | --- | --- | --- | --- |
| C/C=C/c1ccc2c(c1)O[C@H](CN(C)C(=O)Nc1cc(F)ccc1F)[C@H](C)CN([C@@H](C)CO)S2(=O)=O | 2 | 16 | . | 2 | -0.1 | 3 | -27 | 3.4 |
| O=C1CC2(CCN1)CCN(Cc1ccccc1)CC2 | -1 | 4 | 8 | -8 | 0.0 | 2 | -1 | 2.8 |
| Cc1ccccc1OCc1nnc(SCC(=O)Nc2c(C)n(C)n(-c3ccccc3)c2=O)n1-c1ccccc1 | -3 | 1 | 7 | 0 | 0.1 | 3 | 5 | . |
| Cn1c(=O)[nH]c(=O)c2c1nc(N/N=C/c1cccnc1)n2Cc1ccc(Cl)cc1 | . | 38 | -8 | 11 | 0.2 | -2 | -1 | -3.6 |

Continued:
SMILES | ARNT TACC3 PPI | EWS-Fli inh | PAX8 inh HTS | DENV2 CPE rescue | XiGFP reactiv | ERp5 inh | GSIS activator | F508del corr
CCOc1ccc2ccccc2c1CNCCc1ccc(S(N)(=O)=O)cc1 | 2 | 13 | 1 | 7 | 0.0 | 2 | -1 | 2.7
C[C@H](CO)N1C[C@H](C)[C@@H](CN(C)S(=O)(=O)c2cccs2)Oc2c(NC(=O)NC3CCCCC3)cccc2C1=O | -5&4 | 27&1 | 13 | 5&-8 | 0.4&-0.1 | 1&7 | -8 | -0.3&-0.8
CCOC(=O)C(NS(=O)(=O)c1ccc(C)cc1)(C(F)(F)F)P(=O)(OCC(C)C)OCC(C)C (stereo not drawn) | -2 | 6 | 53 | -2 | 0.0 | -2 | -32 | -1.9
COc1ccc(OCC(=O)N/N=C(\C)CC(=O)Nc2ccc(OC)cc2[N+](=O)[O-])cc1 | -1 | -4 | 0 | 2 | 0.0 | -4 | 7 | 0.1
S=C(NCc1ccc(Cl)cc1)NCc1ccccn1 | 6 | -6 | 20 | 1 | 0.9 | -4 | 13 | -0.7
[N-]=[N+]=Nc1ccccc1C[C@@]1(C(=O)N2CCOCC2)N=C(c2ccc(OCCCO)cc2)O[C@@H]1c1ccccc1 | 4 | 27 | 13 | -13 | . | 1 | . | 3.1
N/C(=N\OC(=O)c1ccc([N+](=O)[O-])cc1)c1ccccn1 | 8 | -26 | -52 | 3 | 0.5 | -6 | 6 | -2.1
O=C(NCCCN1CCOCC1)c1onc(CSc2ccncc2)c1C(=O)NCCCN1CCOCC1 | -2 | 3 | -14 | -17 | -0.3 | 0 | 9 | -2.8
C[C@@H]1CN([C@H](C)CO)C(=O)c2cc(C#CCN(C)C)cnc2O[C@H]1CN(C)C(=O)c1cccc(F)c1 | -3 | 2 | . | 7 | -0.6 | -1 | 15 | -1.4
CC(C)CNC(=O)C1(C)CCCN1C(=O)CCc1cccs1 (stereo not drawn) | . | -3 | -2 | 14 | 0.0 | -4 | 18 | -2.6
COc1cccc(S(=O)(=O)NCc2ccc(C(=O)N3CCN(C)CC3)cc2)c1 | . | 7 | . | -5 | 0.0 | -9 | -6 | -1.2
O=C1CSC(c2cccnc2)N1c1ccc(Cl)cc1 (stereo not drawn) | 18 | -6 | 7 | 0 | 0.1 | 3 | 3 | -1.6
COc1ccccc1C/C(N)=N/O | -3 | . | 11 | . | 0.0 | . | 13 | .
CC(=O)Nc1cccc(C(=O)NCCc2ccco2)c1 | 0 | -37 | -90 | 4 | 0.2 | 2 | -7 | 1.3
CC(C)(C)c1ccc(-c2n[nH]c(=S)n2-c2ccccc2)cc1 | -2 | 20 | -9 | 0 | -0.1 | 4 | 8 | -3.5
NC(=O)C1CCN(C(=O)C2CCN(S(=O)(=O)c3ccccc3)CC2)CC1 | 1 | -7 | 6 | 4 | 0.2 | 3 | 24 | 0.3
COc1ccc(CN2CCN(Cc3ccccc3F)CC2)cc1OC | -4 | 9 | -1 | 8 | 0.0 | 1 | 9 | 2.5
COc1ccccc1-c1nnc(SCc2nc3ccccc3s2)n1C | 25 | -29 | . | -7 | . | -5 | 11 | 2.4
C[C@@H]1CN([C@@H](C)CO)C(=O)c2cc(N(C)C)ccc2O[C@@H](C)CCCCO[C@@H]1CN(C)C(=O)Nc1ccccc1 | 4 | -5 | 1 | ? | -0.1 | 7 | 18 | -3.1
OC1CSc2nc3ccccc3n2C1 (stereo not drawn) | -3 | 10 | 4 | 2 | -0.1 | -14 | . | 1.8
CCn1c(SCC(=O)NNC(=O)c2ccc(C)cc2)nnc1C(C)C | -2 | 4 | -8 | 2 | 0.1 | 0 | -2 | -0.6
COc1ccc(S(=O)(=O)N2CCOCC2)cc1C(=O)N(C)Cc1ccccc1F | 0 | -2 | -7 | -3 | 0.1 | 4 | . | -0.4
CC(=O)Nc1ccc(S(=O)(=O)N(C)c2ccc(OCC(=O)OCC(=O)NCc3ccco3)cc2)cc1 | -3 | -18 | -31 | -1 | 1.8 | ? | 4 | -0.6
O=C(O/N=C/c1ccc(Cl)cc1)C1CCCCC1 | -12 | -10 | -6 | 8 | 0.2 | -2 | 13 | -1.7
C[C@@H]1CN([C@H](C)CO)C(=O)Cc2cc(NC(=O)Nc3ccc(F)cc3)ccc2O[C@H]1CN(C)Cc1ccc(Cl)c(Cl)c1 | 10 | 5 | 109* | 6 | 0.0 | 6 | 17 | 2.6
Later entries:
SMILES | ARNT TACC3 PPI | EWS-Fli inh | PAX8 inh HTS | DENV2 CPE rescue | XiGFP reactiv | ERp5 inh | GSIS activator | F508del corr
Cc1nn(-c2cc(Cl)ccc2Cl)c(C)c1C(=O)O | -12 | 11 | 3 | 0 | 0.0 | -4 | 14 | 0.0
CSc1ncc(CN2CCN(C3CCCC3)C(CCO)C2)cn1 (stereo not drawn) | 7 | 11 | 1 | 1 | . | -3 | -2 | -1.4
C[C@@H]1CN([C@@H](C)CO)C(=O)c2cc(NC(=O)CCC(F)(F)F)ccc2O[C@@H](C)CCCCO[C@@H]1CN(C)C(=O)C1CCCCC1 | -6 | -3 | . | 3 | 0.1 | -4 | 0 | -1.2
COc1ccc2nc(N3C(=O)/C(=C/c4ccc(Cl)cc4)NC3=S)sc2c1 | 1 | . | 15 | . | 0.1 | . | -30 | .
CN(Cc1nc2ccccc2c(=O)[nH]1)C(=O)c1cccc(NC(=O)c2cccs2)c1 | 3 | 1 | 17 | -2 | 0.0 | 5 | . | 0.5
CC(C)C#Cc1ccc([C@H]2[C@@H](CO)N3CCCCN(CC4CC4)C[C@@H]23)cc1 | 6 | -11 | -11 | 8 | 0.4 | -4 | -22 | 0.2
CN(C)C(=O)c1ccc(NC(=O)c2cccc(-n3cnnn3)c2)cc1 | . | -10 | -8 | 7 | 0.0 | -8 | 1 | 2.7
Cn1nc(C(=O)OCC(=O)Nc2ccc(SC(F)F)cc2)c2ccccc2c1=O | -2 | -6 | 7 | -6 | -0.2 | -11 | 11 | -0.8
